Screening results from PubChem BioAssay.
SMN2 splice enh: SMN2 splice variant enhancement; HEK293 SMN2-luciferase splicing reporter, luminescence, 30-36 h; AID 1458; Potency, µM (top dose mostly 46.1 µM), inactives show at the highest dose activity change, positive = activation, hits mostly activators; 2.8% of 210,000 active; note: % of control where 0% means no effect; nearly all actives have a fitted effect of over 55% in size
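HEK293 cells carry an SMN2 minigene-luciferase reporter in which exon 7 inclusion puts luciferase in frame. Cells were seeded at 2000 cells/well, attached for 10-12 hours, then exposed to compounds for 30-36 hours at 37C before ONE-Glo luminescence.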
Epigenetic reg: regulators of epigenetic silencing causing reporter derepression in mouse cells. 0.2% of 280,000 active. Potency, µM (top dose mostly 53.9 µM), inactives show top-dose GFP activation, actives largely listed as activators. murine LDR cells, GFP reporter derepression, 30 h; note: % of control where 0% means no effect; nearly all actives have a fitted effect of over 60% in size
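Murine LDR cells bearing a silenced CMV-driven GFP reporter were exposed to compound for 30 h at 37 C. After PBS washes, GFP-positive cells (20-120 um objects) counted by laser-scanning microplate cytometry.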
The depositor's hits bear a star; [ ] = remark or other dose. Calls come from the whole dose curve; as a rule, active = well fitted curve in the direction sought with a large enough effect; inconclusive = small, poorly fitted or top-dose-only effect, or another doubt; inactive = no such curve, though single readings can be large; an effect the other way counts as inactive or inconclusive. Potency is the fitted concentration of half-maximal effect. A portion of the library; the hit share may differ from the screen's.

For COc1ccc(CNC(=O)CCc2c(C)nc3c(c2C)c(=O)n(C)c(=O)n3C)cc1 the results were SMN2 splice enh 4% and Epigenetic reg -1.1%.
For CC(=O)N1CCc2c(sc3c2c(=O)n(-c2ccc(C)cc2)c(=O)n3Cc2c(F)cccc2Cl)C1 the results were SMN2 splice enh -2% and Epigenetic reg inconclusive.
Screening CCc1nn(CCCC(=O)N2CCN(c3cccc(OC)c3)CC2)c(=O)c2cc3occc3n12 returned SMN2 splice enh -10% and Epigenetic reg -0.6%.
COc1ccc(NC(=O)c2c(NC(=O)c3ccc(Br)cc3)sc3c2CCCC3)cc1 was read as SMN2 splice enh 8% and Epigenetic reg 6.3%.
For CCOc1ccc(C2CC(=O)n3nc(-c4ccc(C)cc4)nc3S2)cc1 (stereo not drawn) the results were SMN2 splice enh -4% and Epigenetic reg -0.8%.
`Cc1ccc(C(=O)Nc2ccc(C(=O)O)cc2)cc1S(=O)(=O)Nc1ccccc1` gave SMN2 splice enh -8% and Epigenetic reg 0.0%.
`CCn1cc(C(=O)NCCc2ccccc2)c(=O)c2cc(S(=O)(=O)N(C)C3CCCCC3)ccc21` gave SMN2 splice enh 1% and Epigenetic reg 0.8%.
COc1ccc(CCNc2oc(/C=C/c3ccc(OC)c(OC)c3)nc2C#N)cc1 was read as SMN2 splice enh -2% and Epigenetic reg -3.4%.
Cc1ccccc1Cn1nnc2c(=O)[nH]c(C3CCN(C(=O)c4ccccc4Cl)CC3)nc21 was read as SMN2 splice enh -2% and Epigenetic reg 0.0%.
For COCc1cc(C)n(CC(=O)Nc2cccc(C(C)=O)c2)c(=O)c1C#N the results were SMN2 splice enh -6% and Epigenetic reg 1.1%.
`COc1cc(C(=O)Nc2ccc(NC(=O)c3ccc(C(C)(C)C)cc3)cc2)cc(OC)c1OC` gave SMN2 splice enh -49%[inhibitor] and Epigenetic reg -0.8%.
For COc1ccc(N(CC(=O)Nc2cc(OC)cc(OC)c2)S(=O)(=O)c2c(C)noc2C)cc1 the results were SMN2 splice enh -30%[inhibitor] and Epigenetic reg 0.3%.

Reprinted at random: two compounds from above
`CCn1cc(C(=O)NCCc2ccccc2)c(=O)c2cc(S(=O)(=O)N(C)C3CCCCC3)ccc21` gave SMN2 splice enh 1% and Epigenetic reg 0.8%.
COc1ccc(NC(=O)c2c(NC(=O)c3ccc(Br)cc3)sc3c2CCCC3)cc1 was read as SMN2 splice enh 8% and Epigenetic reg 6.3%.

Carrying on:
Screening CCOC(=O)c1c(-c2ccccc2)oc2ccc(NS(=O)(=O)c3ccccc3)cc12 returned SMN2 splice enh -1% and Epigenetic reg -1.3%.
For CCOc1ccc(/C=C/C(=O)Nc2ccc3nc(N(CC)CC)cc(C)c3c2)cc1OC the results were SMN2 splice enh -28% and Epigenetic reg inconclusive.
Cc1cc(OCC(=O)NC(Cc2c[nH]c3ccccc23)C(=O)O)ccc1Cl (stereo not drawn) was read as SMN2 splice enh -10% and Epigenetic reg -0.1%.
`CCN(CC)CCNC(=O)c1nn(-c2ccc(OC)c(Cl)c2)c(=O)c2c1c1ccccc1n2C` gave SMN2 splice enh -7% and Epigenetic reg -0.8%.
`COc1ccc(-c2nsc(NC(=O)c3cccc(OC)c3)n2)cc1` gave SMN2 splice enh -36%[inhibitor] and Epigenetic reg 8.1%.
Screening CCc1ccc(NC(=O)CN2C(=O)C(c3ccc(F)cc3)=NC2(C)C)cc1 returned SMN2 splice enh 6% and Epigenetic reg -3.8%.
Screening Cc1cc(C)c(NC(=O)C(C)n2nnc3sc4c(c3c2=O)CCCC4)c(C)c1 (stereo not drawn) returned SMN2 splice enh 10% and Epigenetic reg -3.3%.
For Cc1nn(CC(=O)NCCc2ccc(Cl)cc2)c(=O)c2cc3cc(F)ccc3n12 the results were SMN2 splice enh 3% and Epigenetic reg 0.0%.
`CC1CCCCN1Cc1c(O)ccc2c(=O)c(-c3ccccc3)coc12` (stereo not drawn) gave SMN2 splice enh -7% and Epigenetic reg -0.5%.
`CCOC(=O)c1nnn(C(CC)C(=O)Nc2ccc(F)cc2)c1C(=O)OCC` (stereo not drawn) gave SMN2 splice enh -3% and Epigenetic reg 2.4%.
CCOc1ccc(-c2nonc2NC(=O)c2oc3ccc(C)cc3c2C)cc1OCC was read as SMN2 splice enh -5% and Epigenetic reg 0.0%.
For CCOc1ccc(CNCc2c(C(=O)O)c(C)n(Cc3ccc(F)cc3Cl)c2C)cc1 the results were SMN2 splice enh 8% and Epigenetic reg -1.4%.

Structures above with a COOH group (3):
`Cc1ccc(C(=O)Nc2ccc(C(=O)O)cc2)cc1S(=O)(=O)Nc1ccccc1` gave SMN2 splice enh -8% and Epigenetic reg 0.0%.
Cc1cc(OCC(=O)NC(Cc2c[nH]c3ccccc23)C(=O)O)ccc1Cl (stereo not drawn) was read as SMN2 splice enh -10% and Epigenetic reg -0.1%.
For CCOc1ccc(CNCc2c(C(=O)O)c(C)n(Cc3ccc(F)cc3Cl)c2C)cc1 the results were SMN2 splice enh 8% and Epigenetic reg -1.4%.

Further results follow.
For Cn1c(=O)c(=O)n(C)c2cc(S(=O)(=O)N3CCCC3C(=O)Nc3ccccc3F)ccc21 (stereo not drawn) the results were SMN2 splice enh 5% and Epigenetic reg 11%.
`Cc1nn(C)c(C)c1S(=O)(=O)N(CC(=O)Nc1ccc(F)cc1F)c1ccc(C(C)C)cc1` gave SMN2 splice enh 7% and Epigenetic reg 1.3%.
For COc1ccccc1CNC(=O)CN1C(=O)c2cccnc2Oc2ccccc21 the results were SMN2 splice enh 7% and Epigenetic reg -0.7%.
Screening Cc1ccccc1C(=O)n1nc(-c2cccnc2)nc1NCc1ccccc1 returned SMN2 splice enh 8% and Epigenetic reg 0.0%.
Screening CC(C)Sc1ncc(Cl)c(C(=O)N(Cc2ccc(F)cc2)C2CCS(=O)(=O)C2)n1 (stereo not drawn) returned SMN2 splice enh 6% and Epigenetic reg 0.0%.
For COCCCn1c(=N)c(C(=O)NC2CCCC2)cc2c(=O)n3ccccc3nc21 the results were SMN2 splice enh -5% and Epigenetic reg 1.6%.
Screening O=C(O)c1ccc(Nc2nc3ccccc3c3nncn23)cc1 returned SMN2 splice enh 11% and Epigenetic reg 1.6%.
`COc1ccc(Nc2nnc(-c3ccc(C)c(S(=O)(=O)N4CCOCC4)c3)c3ccccc23)cc1` gave SMN2 splice enh -2% and Epigenetic reg -0.8%.
Screening CC(=O)c1ccc(NC(=O)c2cn(-c3ccccc3)nc2-c2ccc(Br)cc2)cc1 returned SMN2 splice enh 1% and Epigenetic reg -0.5%.
COc1ccc2ncc3c(-c4ccccc4)nn(-c4ccc(C)c(C)c4)c3c2c1 was read as SMN2 splice enh 5% and Epigenetic reg 2.4%.
`CCc1ccc2oc(-c3ccc(C)c(NC(=O)c4cc([N+](=O)[O-])ccc4N4CCOCC4)c3)nc2c1` gave SMN2 splice enh 16% and Epigenetic reg -1.1%.
`Cc1cc(SCC(=O)Nc2nsc(-c3ccc(C(C)(C)C)cc3)n2)nc2ccccc12` gave SMN2 splice enh 14µM* and Epigenetic reg -0.1%.
For CCOC(=O)c1c(-c2ccc(C)cc2)csc1NC(=O)c1cc(=O)c2ccc(C)cc2o1 the results were SMN2 splice enh 6% and Epigenetic reg 0.8%.
Screening Cc1ccc2nc(-c3ccc(N4CCOCC4)cc3)c(Nc3ccccc3C)n2c1 returned SMN2 splice enh inconclusive and Epigenetic reg 2.7%.
Screening COc1cc(NC(=O)Cn2c(=O)n(CC(=O)NCCc3ccc(OC)c(OC)c3)c(=O)c3sccc32)cc(OC)c1 returned SMN2 splice enh -6% and Epigenetic reg 3.5%.
Screening COc1ccc(NC(=O)c2c(NC(=O)COc3ccccc3)sc3c2CCC(C)C3)cc1 (stereo not drawn) returned SMN2 splice enh 8% and Epigenetic reg -0.1%.
COc1cc(C(=O)Nc2ccc3[nH]c(=O)sc3c2)cc(OC)c1OC was read as SMN2 splice enh inconclusive and Epigenetic reg 3.1%.
Screening Cc1cccc(N2CCN(C(=O)c3cc4c(=O)n(C)c5ccccc5c4s3)CC2)c1C returned SMN2 splice enh -11% and Epigenetic reg -3.3%.
Screening CC(C)c1ccc(NC(=O)CCS(=O)(=O)c2ccc(Br)s2)cc1 returned SMN2 splice enh -38%[inhibitor] and Epigenetic reg -1.8%.
COc1ccc2c(c1)c(=O)c(S(=O)(=O)c1ccccc1)cn2CC(=O)Nc1ccc(C)c(Cl)c1 was read as SMN2 splice enh 13% and Epigenetic reg 2.0%.
`O=C(c1ccco1)n1nc(-c2ccc(Cl)cc2)nc1NCc1ccccc1` gave SMN2 splice enh 9% and Epigenetic reg 3.9%.
Screening Cc1c(Cl)cccc1NC(=O)CCn1cnnn1 returned SMN2 splice enh -1% and Epigenetic reg 4.1%.
COc1ccc(NC(=O)c2cc3c(C)nn(-c4ccccc4)c3s2)c(OC)c1 was read as SMN2 splice enh 3% and Epigenetic reg 0.1%.
For CCCCCn1c(C(C)NC(=O)c2ccccc2)nc2ccccc21 (stereo not drawn) the results were SMN2 splice enh -1% and Epigenetic reg -1.4%.
Screening CCC(C)NC(=O)c1cc2c(Cl)nc3ccc(C)cc3c2s1 (stereo not drawn) returned SMN2 splice enh 6% and Epigenetic reg 1.8%.
CCOc1ccc(CCNC(=O)Cn2nc(C)n3c(cc4occc43)c2=O)cc1OCC was read as SMN2 splice enh 6% and Epigenetic reg 0.9%.
COc1ccc(CCCc2nnc(SCC(=O)Nc3ccccc3F)o2)cc1C was read as SMN2 splice enh -10% and Epigenetic reg -0.8%.
CC(C)c1ccc(CNCCSc2nnnn2C)cc1 was read as SMN2 splice enh -3% and Epigenetic reg 1.1%.
Screening CCc1nc2sc3c(N4CCCCC4)ncnc3c2c2c1CCCC2 returned SMN2 splice enh -4% and Epigenetic reg 0.0%.
Screening COc1ccc(OC)c(C2N=C(N)Nc3nc4ccccc4n32)c1 (stereo not drawn) returned SMN2 splice enh 5% and Epigenetic reg -2.7%.
Screening CN(CC(=O)Nc1ccc(OC(F)(F)F)cc1)S(=O)(=O)c1ccc2c(c1)CCC(=O)N2 returned SMN2 splice enh -85%[inhibitor] and Epigenetic reg -1.1%.
CC(C)CC(=O)Nc1nc2nc(-c3ccccc3)cc(=O)n2[nH]1 was read as SMN2 splice enh -2% and Epigenetic reg -5.5%.
CC(=O)Nc1ccc(S(=O)(=O)Nc2cc(-c3cn4ccccc4n3)ccc2C)cc1 was read as SMN2 splice enh inconclusive and Epigenetic reg 0.7%.
`CCOc1ccccc1NC(=O)N1CCc2cc(S(=O)(=O)N3CCC(C)CC3)ccc21` gave SMN2 splice enh 6% and Epigenetic reg -4.1%.
For Cc1ccc(S(=O)(=O)c2nnn(CC(=O)Nc3ccccc3C)c2N)cc1 the results were SMN2 splice enh -9% and Epigenetic reg 1.1%.
For O=C(NCCCN1CCN(c2ccccc2F)CC1)c1cc2c(Cl)nc3ccccc3c2s1 the results were SMN2 splice enh 7% and Epigenetic reg -0.3%.
For CN(c1ccccc1)S(=O)(=O)c1ccc(NC(=O)c2nc(S(C)(=O)=O)ncc2Cl)cc1 the results were SMN2 splice enh -18% and Epigenetic reg -1.9%.
CCN1C(=O)c2cccc3c(S(=O)(=O)Nc4ccc(O)c(C(=O)O)c4)ccc1c23 was read as SMN2 splice enh -4% and Epigenetic reg 1.9%.
Screening CCSc1ncc(Cl)c(C(=O)N2CCN(c3ccc(OC)cc3)CC2)n1 returned SMN2 splice enh -13% and Epigenetic reg -1.9%.
For Cc1cc2oc(C(=O)Nc3ccc(S(=O)(=O)N(C)Cc4ccccc4)cc3)cc(=O)c2cc1C the results were SMN2 splice enh -1% and Epigenetic reg 4.5%.
`COc1ccc(C2N3CC4(C)CN2CC(c2ccccc2)(C3)C4=O)cc1OC` (stereo not drawn) gave SMN2 splice enh -3% and Epigenetic reg 11%.
Screening CCCCCn1c(CCCNC(=O)c2ccccc2)nc2ccccc21 returned SMN2 splice enh -25% and Epigenetic reg -0.9%.
Screening Cn1c2ccccc2c2c(C(=O)N3CCN(c4ccc(F)cc4)CC3)cn(C3CCCCC3)c(=O)c21 returned SMN2 splice enh 46% and Epigenetic reg 2.6%.
Screening O=C(CC1C(=O)N(c2ccc(F)cc2)C(=O)N1Cc1ccc2c(c1)OCO2)Nc1ccc(Cl)cc1 (stereo not drawn) returned SMN2 splice enh 8% and Epigenetic reg -2.6%.
Screening C=C(C)Cn1c(SCC(=O)Nc2ccccc2C)nc2sc3c(c2c1=O)CCCC3 returned SMN2 splice enh -9% and Epigenetic reg inconclusive.
Screening Cc1ccc(Cl)cc1NC(=O)Cn1c(=O)n(CCC(=O)N2CCc3ccccc3C2)c(=O)c2ccccc21 returned SMN2 splice enh -1% and Epigenetic reg -0.9%.
CCN(Cc1ccccc1)C(=O)Cn1c(=O)n(-c2ccc(Cl)cc2)c(=O)c2c(C)c(C)sc21 was read as SMN2 splice enh -3% and Epigenetic reg 3.7%.
`COc1cc(C2CC(=O)Oc3c2c(=O)[nH]c2ccccc32)cc(OC)c1OC` (stereo not drawn) gave SMN2 splice enh 7% and Epigenetic reg 0.0%.
For NCc1nc2cccnc2n1Cc1ccccc1Cl the results were SMN2 splice enh -8% and Epigenetic reg -0.2%.
CCc1ccc(CNc2ccc3c(c2)ncn3C(C)(C)C)cc1 was read as SMN2 splice enh 16µM* and Epigenetic reg -1.8%.
`CN(C)c1ccc(NC(=O)Cn2c(SCc3ccc(F)cc3)nc3ccncc32)cc1` gave SMN2 splice enh 6% and Epigenetic reg -1.9%.
For CCn1cc(C(=O)NCCc2ccc(Cl)cc2)c(=O)c2cc(S(=O)(=O)N(C)C3CCCCC3)ccc21 the results were SMN2 splice enh -4% and Epigenetic reg -2.3%.
